TRPV1 ag = HTS Assay for Compounds that Act as Agonists of the Vanilloid Receptor 1; TRPV1-expressing cells, Fluo-8 calcium influx, agonist mode; activation, % at 8.33 µM; 320,000 tested, 0.19% active; AID 540275, 2011; in the data active = activation above about 80%; inconclusive = between about 30% and that limit; note: 0% is about no effect
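Cells expressing TRPV1 were dye-loaded with Fluo-8 and read kinetically: 10 s baseline, 3 min after compound (agonist portion), then 2 min after EC20 capsaicin (allosteric enhancer portion). Calcium-bound dye fluorescence at 480/520 nm.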
Eya2 phos inh = qHTS Assay for Inhibitors of the Phosphatase Activity of Eya2; 330,000 tested, 0.006% active; Protein phosphatase EYA2 (Homo sapiens), O00167; recombinant Eya2, OMFP fluorescence dephosphorylation (OMFP is methylfluorescein phosphate); Potency, µM (highest dose often 76.9 µM), for inactives: top-dose activity, negative = inhibition, actives largely listed as inhibitors; AID 488837, 2010; note: potency is the fitted concentration of half-maximal effect; % is set by controls: 0 for no effect and ±100 for the full control effect
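Eya2 protein (added as 0.2 uM solution) was preincubated with compound for 10 min at ambient temperature in 50 mM HEPES pH 7.5, 50 mM NaCl, 5 uM MgCl2, 0.05% BSA, 1 mM DTT. OMFP (added at 50 uM) then reacted 10 min; fluorescence read at 485/525 nm.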
TCR act = Activators of T cell receptors: qHTS campaign | primary human leukocytes, anti-CD3, IL-2 HTRF, 48 h | Potency, µM (series often up to 9.22 µM), inactives show at the highest dose activation of IL-2 secretion, actives largely listed as activators | 330,000 tested, under 10 active; note: % of control where 0% means no effect
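Primary human leukocytes were stimulated with a-CD3 beads plus compounds for 48 hr without co-stimulation; secreted IL-2 was quantified by HTRF using a-IL-2-K (europium cryptate) and a-IL-2-d2, excited at 320nm with acceptor emission read at 665nm.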
TSHR antagonist = Antagonists of the Thyroid Stimulating Hormone Receptor: HTS campaign | Thyrotropin receptor (Homo sapiens), P16473 | TSHR-expressing cells, TSH-stimulated cAMP HTRF, 2 h; active compounds read low | activity change, negative = inhibition, % at 11.5 µM | 330,000 tested, 0.2% active | AID 504810, 2011;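 active = activity change below a set negative limit, meaning inhibition stronger than a set level, cut at about -70% in these data; inconclusive = activity change between two set negative limits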; note: % is set by controls: 0 for no effect and ±100 for the full control effect
Target sequence (P16473 whole entry, looked up): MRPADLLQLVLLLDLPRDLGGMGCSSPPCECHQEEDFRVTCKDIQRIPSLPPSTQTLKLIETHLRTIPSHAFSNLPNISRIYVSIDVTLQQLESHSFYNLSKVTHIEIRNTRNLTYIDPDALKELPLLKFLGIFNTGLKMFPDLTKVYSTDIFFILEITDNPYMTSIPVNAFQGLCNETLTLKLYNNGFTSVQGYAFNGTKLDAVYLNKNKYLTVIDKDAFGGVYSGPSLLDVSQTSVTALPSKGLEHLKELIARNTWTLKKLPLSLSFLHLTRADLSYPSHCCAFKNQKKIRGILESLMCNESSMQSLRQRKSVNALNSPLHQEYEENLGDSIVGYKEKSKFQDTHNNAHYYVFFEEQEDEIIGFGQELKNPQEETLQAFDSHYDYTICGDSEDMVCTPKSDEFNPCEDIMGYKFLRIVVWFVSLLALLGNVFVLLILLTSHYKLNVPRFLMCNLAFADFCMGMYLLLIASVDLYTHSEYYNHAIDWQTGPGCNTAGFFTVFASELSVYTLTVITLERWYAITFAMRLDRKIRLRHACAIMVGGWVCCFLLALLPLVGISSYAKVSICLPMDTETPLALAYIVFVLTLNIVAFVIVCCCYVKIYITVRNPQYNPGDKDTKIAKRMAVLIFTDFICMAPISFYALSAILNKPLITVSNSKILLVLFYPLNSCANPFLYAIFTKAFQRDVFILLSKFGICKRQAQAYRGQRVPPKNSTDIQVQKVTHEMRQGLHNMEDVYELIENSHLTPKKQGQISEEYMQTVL
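TSHR-expressing cells, 200/well, pre-treated with compound, then stimulated with EC80 TSH (4nM final) for 2 hours at 37 deg C. cAMP measured by competitive HTRF: anti-cAMP cryptate antibody in lysis buffer plus cAMP-d2, read after 30 minutes at room temperature.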
Mito fusion act = qHTS Assay for Small Molecule Inhibitors of Mitochondrial Division or Activators of Mitochondrial Fusion; Potency, µM (top dose mostly 46.1 µM), without a hit: at the top dose growth rescue (activation), usual class: activators; S. cerevisiae fusion-defective mutant growth rescue, CellTiterGlo 48 h; 320,000 tested, 0.23% active;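 note: potency is the fitted concentration of half-maximal effect; % of control where 0% means no effect; nearly all actives have a fitted effect of over 45% in size; temperature-sensitive fusion mutants such as fzo1-1 at 37 °C on non-fermentable ethanol glycerol medium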
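Compounds are tested for their ability to restore growth of mitochondrial fusion-defective yeast strains at non-permissive 37C in YPEG medium over 48 hours. Viability is quantified by luciferase luminescence.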
KCNH2 3.1 inh = qHTS for Inhibitors of KCHN2 3.1: Mutant qHTS; Potassium voltage-gated channel subfamily H member 2, brain isoform KCNH2 3.1 (human); U2OS KCNH2 3.1, thallium flux FluxOr; active compounds read low; activity change, % (tested at about 1.8 µM); 340,000 tested, 0.95% active; AID 720553, 2013;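 active = maximum activity change below -70%; inconclusive = maximum activity change from -70% to -50%; inactive = maximum activity change above -50%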;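 note: thallium influx rate constant from kinetic fluorescence after stimulation buffer; % is set by controls: 0 for no effect and ±100 for the full control effect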
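Channel expression came from 3.1 mutant virus (1.77 x 10^8 /mL) applied to suspended U2OS cells for 4 h. Flux was tracked with FluxOr dye plus Red40 quencher, and kinetic rate constants normalized to controls.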
hERG WT inh = qHTS for Inhibitors of KCHN2 3.1: Wildtype qHTS; U2OS, BacMam KCNH2, thallium flux FluxOr; active compounds read low; activity change, % at 1.84 µM; 340,000 tested, 0.37% active; AID 720551, 2013;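 active = maximum activity change below -70%; inconclusive = maximum activity change between -70% and -50%; inactive = maximum activity change above -50%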; note: % is set by controls: 0 for no effect and ±100 for the full control effect
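U2OS cells transduced with wild-type KCNH2 virus are loaded with FluxOr dye for 45 min, and thallium flux is measured in kinetic reads before and after stimulation buffer. Rate constants are normalized to DMSO controls.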
USP2a inh = qHTS Assay for Inhibitors of Ubiquitin-specific Protease USP2a Using CHOP2 as the Reporter. 330,000 tested, 0.01% active. USP2 core, Ub-CHOP2 coupled fluorogenic reporter, 485/531. AID 463254, 2010. Ubiquitin carboxyl-terminal hydrolase 2 (Homo sapiens), O75604. Potency, µM (series often up to 38.3 µM), for the others: at the highest dose activity change, negative = inhibition, hits mostly inhibitors;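 note: potency is the fitted concentration of half-maximal effect; plate controls were DMSO wells for no effect and full inhibition by NEM control for full effect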
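Deubiquitinase activity read as fluorescence (485/531 nm) after Ub-CHOP2 cleavage activates the enterokinase reporter on its substrate; USP2 core 10nM, Ub-CHOP2 and substrate 25nM each, 30min compound preincubation then 60min RT; data normalized to NEM, curves fitted.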
A-T KAP1 phos = qHTS Assay for Identifying a Potential Treatment of Ataxia-Telangiectasia. Potency, µM (highest dose often 57.5 µM), for inactives: at the highest dose activation, actives largely listed as activators. 320,000 tested, 0.19% active. […] A-T fibroblasts, KAP-1 phosphorylation AlphaLISA; neocarzinostatin DNA damage 30 min before lysis. AID 485349, 2010; note: potency is the fitted concentration of half-maximal effect; % of control where 0% means no effect; nearly all actives have a fitted effect of over 45% in size
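ATM-like activity read as KAP-1 phosphorylation via AlphaLISA donor/acceptor antibody pairs after lysis and 6 hr at 25C. Cells were ATM-null patient fibroblasts ([…], hTERT), dosed 60 min, then exposed to the DSB inducer NCS for 30 min.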
ELG1 repair inh = qHTS screen for small molecules that inhibit ELG1-dependent DNA repair in human embryonic kidney (HEK293T) cells expressing luciferase-tagged ELG1 | HEK293T ELG1-luciferase reporter, luminescence, 16 h; DNA damage induced by 5-fluorouridine | Potency, µM (top dose mostly 46.1 µM), for the others: at the highest dose activity change, negative = inhibition, hits mostly inhibitors | 330,000 tested, 2.3% active; note: potency is the fitted concentration of half-maximal effect; % is set by controls: 0 for no effect and ±100 for the full control effect; nearly all actives have a fitted effect of over 55% in size
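Step one: seed 2,000 cells per well. Step two: pin-transfer compound or DMSO alongside 5-fluorouridine. Step three: incubate 16 hr, 37 °C, 5% CO2. Step four: add ONE-Glo, wait 30 min, read luminescence.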
* hit, by the source's call; ? = inconclusive; · = not tested or not shown; [ ] = another dose, or the depositor's remark. Unless noted, calls come from the whole dose curve; as a rule, active = well fitted curve in the direction sought with a large enough effect; inconclusive = small, poorly fitted or top-dose-only effect, or another doubt; inactive = no such curve, though single readings can be large; an effect the other way counts as inactive or inconclusive. The list is partial, so the mix of outcomes need not match the whole.

SMILES	TRPV1 ag	Eya2 phos inh	TCR act	TSHR antagonist	Mito fusion act	KCNH2 3.1 inh	hERG WT inh	USP2a inh	A-T KAP1 phos	ELG1 repair inh
O=S(=O)(Nc1ccccc1N1CCOCC1)c1ccc(Cl)cc1	6	7%	-1%	-18	11%	-40	2	1%	2%	9%
CC(=O)Nc1ccc(NC(=O)CN(c2ccc(F)cc2)S(=O)(=O)c2ccc3c(c2)OCCO3)cc1	10	-1%	-1%	15	1%	1	4	4%	0%	-18%
N#Cc1nc(Cl)c(Cl)c(NN)c1Cl	-7	8%	7%	-4	9%	-2	-6	-1%	-9%	-2%
CCOC(=O)C1C(=O)N(C(=O)c2cncc(Br)c2)CC1c1ccccc1 (stereo not drawn)	27	7%	-2%	3	0%	-3	8	0%	8%	0%
O=C(CCSc1nnc(-c2ccco2)o1)Nc1ccc(Cl)cc1	27	9%	-3%	-5	3%	-23	-4	2%	-2%	?
CC1=C(C(=O)OCc2ccc3c(c2)OCO3)C(c2ccccc2OCc2ccccc2)NC(=O)N1 (stereo not drawn)	5	21%	-3%	11	8%	-16	19	-12%	-1%	16µM*
COc1ccc(-n2c(=O)cc(N3CCc4ccccc43)[nH]c2=O)cc1	-3	-13%	4%[46.1 µM]	1	1%	-1	2	0%	1%	27%
Cc1cccc(N(C)Cc2nnc(-c3cccc(Br)c3)o2)c1	12	-8%	-5%	-6	-3%	13	5	-6%	40%	-24%
CCOc1ccc(OCCNC2CCCC2)cc1	7	13%	5%	29	0%	4	8	0%	4%	23%
CCOc1ccc(NC(=O)CN(C)C(=O)CC2CCCC2)cc1OCC	0	3%	-8%	-12	-3%	0	7	1%	9%	2%
Cc1ccc(/C=C/C(=O)NC2CCCCCCC2)o1	?	2%	0%[46.1 µM]	-1	10%	6	3	0%	4%	?
CCOC(=O)C1C(c2cc(OC)c(OC)c(OC)c2)NC(=S)NC1(O)C(F)(F)F (stereo not drawn)	-1	23%	-5%	-42	-6%	1	-6	1%	1%	1%
CN1/C(=C\C(=O)C[n+]2cccc(Br)c2)C(C)(C)c2ccccc21	-2	?	·	4	-1%	1	13	3%	4%	?
O=C(Nc1cc(S(=O)(=O)N2CCOCC2)ccc1N1CCOCC1)c1cccc(S(=O)(=O)N2CCCCC2)c1	0	19%	-1%	-2	-1%	-4	8	-3%	-18%	?
Clc1cccc(-c2nc(-c3ccc(-c4nn[nH]n4)cc3)no2)c1	3	-2%	-8%	-36	14%	·	·	0%	13%	?
CC1CC(C)CN(C(=O)c2cccc3c2-c2ccccc2C3=O)C1 (stereo not drawn)	15	10%	1%	5	18%	-24	0	0%	11%	0%
COc1ccc(C(C(=O)NC2CCCC2)N(C(=O)c2snc(C(N)=O)c2N)c2ccccc2OC)cc1OC (stereo not drawn)	18	20%	-3%	0	0%	6	-1	3%	7%	0%
CCOC(=O)CNS(=O)(=O)c1cc(-c2n[nH]c(=O)c3ccccc23)ccc1C	-5	3%	-4%	7	2%	5	21	0%	-1%	-12%
COc1cccc(NC(=O)N2CCC(n3nnc4ccccc43)CC2)c1	-1	-7%	-6%	-32	2%	2	2	-1%	8%	?
Cc1nc(C)c(-c2ccc(SCC(=O)Nc3cccc(F)c3)nn2)s1	2	0%	-7%	-18	-1%	·	13	1%	10%	?

For reference, some entries already given.
SMILES	TRPV1 ag	Eya2 phos inh	TCR act	TSHR antagonist	Mito fusion act	KCNH2 3.1 inh	hERG WT inh	USP2a inh	A-T KAP1 phos	ELG1 repair inh
CCOc1ccc(OCCNC2CCCC2)cc1	7	13%	5%	29	0%	4	8	0%	4%	23%
CCOc1ccc(NC(=O)CN(C)C(=O)CC2CCCC2)cc1OCC	0	3%	-8%	-12	-3%	0	7	1%	9%	2%
Cc1ccc(/C=C/C(=O)NC2CCCCCCC2)o1	?	2%	0%[46.1 µM]	-1	10%	6	3	0%	4%	?
CCOC(=O)C1C(c2cc(OC)c(OC)c(OC)c2)NC(=S)NC1(O)C(F)(F)F (stereo not drawn)	-1	23%	-5%	-42	-6%	1	-6	1%	1%	1%
CN1/C(=C\C(=O)C[n+]2cccc(Br)c2)C(C)(C)c2ccccc21	-2	?	·	4	-1%	1	13	3%	4%	?
O=C(Nc1cc(S(=O)(=O)N2CCOCC2)ccc1N1CCOCC1)c1cccc(S(=O)(=O)N2CCCCC2)c1	0	19%	-1%	-2	-1%	-4	8	-3%	-18%	?
Clc1cccc(-c2nc(-c3ccc(-c4nn[nH]n4)cc3)no2)c1	3	-2%	-8%	-36	14%	·	·	0%	13%	?
CC1CC(C)CN(C(=O)c2cccc3c2-c2ccccc2C3=O)C1 (stereo not drawn)	15	10%	1%	5	18%	-24	0	0%	11%	0%
COc1ccc(C(C(=O)NC2CCCC2)N(C(=O)c2snc(C(N)=O)c2N)c2ccccc2OC)cc1OC (stereo not drawn)	18	20%	-3%	0	0%	6	-1	3%	7%	0%

Later entries:
SMILES	TRPV1 ag	Eya2 phos inh	TCR act	TSHR antagonist	Mito fusion act	KCNH2 3.1 inh	hERG WT inh	USP2a inh	A-T KAP1 phos	ELG1 repair inh
O=C1NC(c2ccccc2Cl)Nc2ccccc21 (stereo not drawn)	-5	3%	7%	-5	-2%	2	-1	3%	3%	-7%
Cc1cc(C)cc(SCc2noc(C(=O)NC(C)C)c2C(=O)O)c1	2	13%	-4%	-2	2%	-3	-11	1%	-4%	0%
Cc1cccc(N(Cc2ccccc2)C(=O)CN2C(=O)NC3(CCCCC3C)C2=O)c1 (stereo not drawn)	?	0%	3%	-5	11%	1	-5	1%	9%	13%
O=C(/C=C/c1ccco1)Nc1cccc(S(=O)(=O)N2CCOCC2)c1	30	-14%	3%[46.1 µM]	0	-6%	7	-107*	3%	2%	16%
CC(=O)Nc1ccc(-c2cc(-c3ccc(NC(C)=O)cc3)nc(-c3ccc(NC(C)=O)cc3)n2)cc1	0	-4%	10%[46.1 µM]	4	-2%	16	-5	1%	1%	7%
O=C(Nc1ccc2c(c1)nc1n2CCN(Cc2ccccc2)C1)NC1CCCCC1	-3	-1%	·	2	2%	-85*	-15	-6%	·	?
O=C(NCc1ccccc1Cl)C1CCCN(c2ncnc3c2nc2n3CCCCC2)C1 (stereo not drawn)	81*	-2%	-4%	5	-6%	10	-1	1%	-7%	?
CN1CCN(c2nc(-c3cccnc3)nc3ccccc23)CC1	3	-8%	·	·	-11%	3	2	0%	-3%	?
Cc1ccc(NCc2nnc(SCC(=O)NNC(=O)Cc3ccccc3)n2C)cc1	1	13%	-1%	-7	-13%	-3	-7	7%	-13%	-3%
O=C(CCN1C(=O)CSc2ccccc21)Nc1cccc(C(F)(F)F)c1	-2	-4%	-129%	-2	5%	3	-7	4%	-7%	-13%
CCCNC(=O)OCCC12CC3CC(CC(C3)C1)C2	?	1%	2%[46.1 µM]	-41	16%	13	-5	-2%	32µM*	?
CCSc1ccc2nnc(-c3cccs3)n2n1	5	-5%	0%	-5	0%	-5	2	1%	3%	1%
O=C(c1ccc(F)cc1Cl)N1CCN(S(=O)(=O)c2cccs2)CC1	-1	1%	·	-4	2%	8	20	1%	0%	0%
Cc1ccccc1OCC(O)CN (stereo not drawn)	-3	2%	3%	-6	-1%	-6	5	0%	-3%	-1%
CCc1ccc(OCC(=O)NC2CC(C)(C)NC(C)(C)C2)cc1	3	-1%	1%	-21	2%	-2	1	9%	4%	-7%
CSCc1cccc(C(=O)OC(C)C(=O)Nc2c(C)n(C)n(-c3ccccc3)c2=O)c1 (stereo not drawn)	-4	13%	-20%	26	9%	3	-1	0%	8%	-15%
COc1cc(C(=O)OC(C)C(=O)NCC2CCCCC2)cc(NC(=O)c2ccco2)c1OC (stereo not drawn)	8	11%	0%	-14	5%	4	8	0%	7%	12µM*
O=C(N/C(=C/c1ccccc1)C(=O)N1CCCCCC1)c1ccccc1	?	-9%	5%	5	-4%	13	-7	0%	1%	-1%
